ARNT-TACC3 inh: disruptors of ARNT/TACC3 protein interaction, primary screen, biochemical, AlphaScreen, single concentration | Transforming acidic coiled-coil-containing protein 3 (Homo sapiens), Q9Y6A5 | AlphaScreen His-ARNT PAS-B/GST-TACC3 binding, luminescence; TACC3 fragment carries E629A point mutation | inhibition, % at 9.99 µM | 390,000 compounds, 0.66% hits;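 active = mean inhibition of replicates at least 50% and at least half of replicates each reaching 50%; inconclusive = half or more replicates reach 50% but mean below 50%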;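 note: 0% = complete ARNT plus TACC3 wells and 100% = ARNT alone without TACC3; many hits fall short of the cut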
GSIS activator: GLuc luminescence reporter in INS-1E cells, primary screen for activators of glucose-dependent secretion of insulin | INS-1E GLuc reporter insulin secretion, 2-3 h | AID 743287, 2014 | activation, % at 16.6 µM | 370,000 compounds, 0.61% hits;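 active = lowest replicate activation of at least 40%, so every replicate reaches that level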;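 note: 0% = median of neutral control wells and 100% = median of IBMX positive control wells; some compounds called inactive have numbers as strong as hits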
ERAP1 inh: human ERAP1 aminopeptidase inhibitors, primary screen, biochemical, single point, plate reader; Endoplasmic reticulum aminopeptidase 1 (Homo sapiens), Q9NZ08; recombinant ERAP1, Leu-AMC fluorescence, 60 min; inhibition, % at 10.7 µM; 340,000 compounds, 0.15% hits;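 active = mean replicate inhibition of at least 30%, or all replicates individually reaching that 30% level; inactive = mean below 30% and not every replicate reaching it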;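 note: 0% = neutral control wells and 100% = L-leucinethiol positive control wells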
RAD54 inh: inhibitors of human RAD54 branch migration, primary screen, biochemical, fluorescence, single point. RAD54 Holliday junction branch migration, FAM/BHQ fluorescence. inhibition, % at 10.4 µM. 360,000 compounds, 0.14% hits;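 active = mean normalized replicate activity at least 40 and at least half of replicates scoring 40 or more; inconclusive = only one of the two criteria met; inactive = mean below 40 and under half of replicates reaching 40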;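 note: 0% = median of neutral control wells and 100% = median of positive control wells; inhibitors cause a drop in the FAM fluorescence signal; in these data hits start at about 50%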
Target sequence (Q92698 whole entry, looked up): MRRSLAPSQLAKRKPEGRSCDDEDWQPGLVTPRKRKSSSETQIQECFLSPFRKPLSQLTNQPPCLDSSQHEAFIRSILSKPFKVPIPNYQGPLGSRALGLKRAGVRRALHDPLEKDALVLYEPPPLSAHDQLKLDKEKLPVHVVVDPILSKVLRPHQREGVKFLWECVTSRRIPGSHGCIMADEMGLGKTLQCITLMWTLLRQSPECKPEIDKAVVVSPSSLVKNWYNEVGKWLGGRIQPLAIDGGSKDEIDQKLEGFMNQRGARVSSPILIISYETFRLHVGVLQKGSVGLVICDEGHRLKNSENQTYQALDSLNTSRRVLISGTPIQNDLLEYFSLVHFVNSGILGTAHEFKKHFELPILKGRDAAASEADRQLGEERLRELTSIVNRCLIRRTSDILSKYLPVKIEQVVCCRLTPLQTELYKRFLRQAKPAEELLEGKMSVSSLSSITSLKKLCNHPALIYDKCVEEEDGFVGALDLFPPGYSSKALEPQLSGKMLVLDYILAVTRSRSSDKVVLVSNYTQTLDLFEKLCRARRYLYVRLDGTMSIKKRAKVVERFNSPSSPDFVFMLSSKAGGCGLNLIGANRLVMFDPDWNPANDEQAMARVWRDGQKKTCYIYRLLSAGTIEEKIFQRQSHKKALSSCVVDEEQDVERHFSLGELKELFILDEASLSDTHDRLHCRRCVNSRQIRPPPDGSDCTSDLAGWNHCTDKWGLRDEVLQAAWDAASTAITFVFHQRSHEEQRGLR
RAD52 inh: RAD52 DNA annealing inhibitors, primary screen, biochemical, FRET, single point, set 2 | DNA repair protein RAD52 homolog (Homo sapiens), P43351 | inhibition, % at 18.7 µM | 360,000 compounds, 0.46% hits | recombinant RAD52 DNA annealing, FRET fluorescence | AID 651710, 2012;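 active = every replicate showing at least 50% inhibition; inconclusive = mean inhibition at least 50% but not in every replicate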
CFTR F508del cor: F508del CFTR correction, initial screen, CFBE line, single point; CFBE cells, YFP halide quenching; stimulated with forskolin plus potentiator P3; % fluorescence drop versus neutral controls; activity (quench increase), % at 7.58 µM; 350,000 compounds, 0.36% hits; AID 720511, 2013;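 active = mean added fluorescence quench of at least 8% versus neutral control, with both replicates also reaching 8%; inconclusive = only one of the mean or replicate conditions met; inactive = mean below 8% and not both replicates reaching 8%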;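 note: cells transiently co-express mutant CFTR-F508del with the halide-sensitive YFP; corrector assay measuring rescue of mutant channel to the surface after 24 h compound exposure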
Xi reactivation: activators of inactive X chromosome reactivation, primary screen, imaging, XiGFP fibroblasts, GFP high-content imaging, set 2; 360,000 compounds, 0.055% hits; XiGFP mouse fibroblasts, % GFP-positive cells imaging, 3 d; cells co-treated with 5-aza-dC sensitizer; scaled so ellipticine positive control = 100%; activation, % at 7.58 µM;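 active = mean normalized replicate activation at least 10% and every replicate at or above 10%; inconclusive = only one of the two criteria met; inactive = mean below 10% and not all replicates reach 10%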;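 note: 0% = median of on-plate neutral control wells and 100% = ellipticine 6 µM median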
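Assay system: SV40-immortalized XiGFP fibroblast cells, line 68-5-11; buffer or medium: DMEM plus 5-aza-dC sensitizer; compound: one concentration, pinned; timing: compounds 3 days, fix/stain 15 min at room temperature; benchmarks: positive control ellipticine, 6 µM final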
esBAF inh: Bmi1 luciferase reporter increase in mESCs, primary screen, esBAF inhibitor project, mouse ES cells, Bmi1 luciferase knock-in, single point; 24 h; 100% = twice the neutral-well signal; reporter increase, % at 12.5 µM; 350,000 compounds, 2% hits; AID 602393, 2012; in the data active = activation above about 40%; inconclusive = no clear call, values can overlap the other calls;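 note: 0% = median of the plate's neutral control wells and 100% = double that signal; a rise in the Bmi1 reporter signal indicates esBAF inhibition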
Numbers without * were called inactive; ? = inconclusive; . = no result given.

SMILES	ARNT-TACC3 inh	GSIS activator	ERAP1 inh	RAD54 inh	RAD52 inh	CFTR F508del cor	Xi reactivation	esBAF inh
O=C(NCC1CCCCC1)c1cc(S(=O)(=O)N2CCCCC2)ccc1N1CCOCC1	-29	-4	2	-1	-12	3.1	0.1	2
Cc1cc(NC(=O)Nc2cccc(Cl)c2)no1	.	-15	1	-2	-31	-1.5	-0.3	15
CC(C)(C)OC(=O)N(Cc1ccccc1)Cc1ccc(OCc2cccc(NC(=O)c3ccccc3)c2)cc1	2	5	.	3	-2	-1.3	0.0	2
CC(C)(C)c1cc(CCC(=O)NCC2CCCO2)cc(C(C)(C)C)c1O (stereo not given)	-4	-7	3	-10	-2	1.0	0.1	22
CO[C@@H]1CN(C)C(=O)c2ccc(NC(=O)c3cccnc3)cc2OC[C@@H](C)N(CC2CCCCC2)C[C@H]1C	-4	-3	-2	-14	-2	1.4	0.3	-3
Cc1[nH][nH]c(=O)c1C=NCc1cccc(C(F)(F)F)c1	4	-1	0	-9	-16	2.9	0.0	-3
O=c1nc2ccccn2c2ccc(S(=O)(=O)N3CCCCC3)cc12	6	1	-6	-9	-8	2.4	0.0	-2
C[C@@H]1CN([C@H](C)CO)C(=O)Cc2cc(NC(=O)CCC(F)(F)F)ccc2O[C@H]1CN(C)C(=O)Nc1ccccc1	-12	13	0	8	-7	-2.0	-0.6	-1
COCC(=O)Nc1ccc2c(c1)C(=O)N(C)C[C@@H](OC)[C@H](C)CN(C(=O)CC1CC1)[C@@H](C)CO2	2	-1	0	2	-5	0.0	0.0	-3
O=C(Nc1ccc(-c2ccccc2)cc1)[C@H]1[C@H](CO)[C@H]2Cn3c(cccc3=O)[C@H]2N1CC1CC1	7	-10	-3	-4	-19	.	0.0	39
Cc1ccccc1NS(=O)(=O)c1ccc(C(=O)NCC2CCCO2)cc1 (stereo not given)	-5	-8	2	.	-11	-0.2	-0.1	.
Cc1cc(C)cc(NC(=S)Nc2cccc3ccccc23)c1	9	22	0	12	-71	3.0	-0.2	-1
COCC(=O)Nc1ccc2c(c1)[C@@H]1C[C@@H](CC(=O)NCc3ccc(OC)cc3)O[C@@H](CO)[C@@H]1O2	-2	6	1	13	-4	1.6	-0.1	2
COc1ccc(C(CNC(=O)CNC(=O)c2cc(OC)c(OC)c(OC)c2)N2CCOCC2)cc1 (stereo not given)	-4	5	2	-5	-5	-1.6	0.2	5
Nc1nc(Sc2c([N+](=O)[O-])cc(C(F)(F)F)cc2[N+](=O)[O-])n[nH]1	-5	-1	2	.	-4	-13	0.0	.
CC[C@]12c3[nH]c4ccc(Cl)cc4c3CCN1C(=O)[C@@H](CC(=O)NCC13CC4CC(CC(C4)C1)C3)C[C@@H]2C(=O)N1CCN(C(=O)C2CC2)CC1	-6	-21	.	0	-12	-2.4	0.0	4
COc1ccc(CNC(=O)C2CC(=O)N(C3CCCCC3)C2)cc1 (stereo not given)	1	-11	1	-11	-19	1.1	0.9	-10
Cc1cccc(CCN2C(Nc3ccccc3)=NC[C@@H]2C)c1	-3	28	-6	0	-7	2.8	-0.2	-3
CCOc1ccc(N(Cc2ccccc2F)C2=NC3CS(=O)(=O)CC3S2)cc1 (stereo not given)	-1	.	0	-2	0	0.0	0.4	-8
COc1ccc(CN(C)C[C@H]2Oc3ccc(NS(=O)(=O)c4ccc(Cl)cc4)cc3CC(=O)N([C@@H](C)CO)C[C@@H]2C)cc1	13	-21	-1	2	41	0.1	0.1	7
COc1ccc(Br)cc1C(=O)Nc1ccc(O)cc1	.	7	-2	10	5	.	.	-3
CCc1ccccc1NC(=O)CC1CS(=O)(=O)CC1CC(=O)Nc1ccccc1CC (stereo not given)	-6	9	.	-5	.	.	0.0	.
COc1ccc(/C=N/Nc2ncnc(Cl)c2N)cc1OC	10	27	3	8	1	.	0.0	12
Cc1cc2occ(CC(=O)N(C)CC(=O)Nc3ccc(F)cc3)c2cc1C	1	-53	-1	-4	1	-0.3	0.2	.
COc1ccc(-n2nc(C(=O)NCC(=O)N3CCCC(C)C3)c3ccccc3c2=O)cc1 (stereo not given)	2	-2	9	1	-3	0.1	0.0	24
C=CCOC(=O)CCCCCCCC	.	-1	7	-6	-18	1.7	.	-5
C[C@@H]1CN([C@H](C)CO)C(=O)c2cc(NS(=O)(=O)c3ccccc3)ccc2O[C@@H](C)CCCCO[C@H]1CN(C)Cc1ccccc1	-10	-9	3	-10	22	2.0	-1.0	1
COc1ccc(NC(=O)N(C)C[C@H]2Oc3c(NS(=O)(=O)c4ccc(Cl)cc4)cccc3C(=O)N([C@@H](C)CO)C[C@@H]2C)cc1	-14	-11	1	-3	2	-2.8	-0.1	0
O=C(CSc1nnc(C2CC2)n1C1CC1)c1ccccc1F	4	-12	2	0	-17	-2.8	0.0	13
Cc1cc(O)ccc1NC(=O)c1ccccc1	-4	1	1	.	6	2.0	.	1
COc1cc(C(=O)NCCc2ccc(S(N)(=O)=O)cc2)cc(OC)c1OC	-7	12	.	-7	.	.	.	-5
COc1ccccc1CN1[C@@H](CO)[C@@H]2c3ccccc3N(C(=O)c3cccnc3)C[C@@H]21	-8	5	4	-2	7	-0.8	-0.1	-1
CCN(CC)S(=O)(=O)c1cc(OC)c(C)cc1C	.	7	0	.	-4	-0.3	0.0	.
CC(C)(C)NC(=O)C(c1ccncc1)N(C(=O)C1CSC(=O)C1)c1ccccc1 (stereo not given)	12	-8	-5	6	-4	-0.7	0.3	-3
COCC(=O)N1C[C@H](C)[C@@H](OC)CN(C)C(=O)c2cc(NC(=O)c3ccccc3)ccc2OC[C@H]1C	-36	1	-4	-1	6	-0.7	0.1	-3
CC(C)(C)NC(=O)c1oc2ccccc2c1COc1ccccc1	-12	.	1	-5	-11	.	-0.1	-5
Cc1cc(C)c(C#N)c(Sc2nnnn2-c2ccccc2)n1	-6	1	.	-12	-20	-1.4	0.1	-4
COc1ccc(NCC(=O)N/N=C/C2CCCCC2)cc1	8	.	2	3	-15	-0.1	0.1	.
CNc1nc(-c2ccc3c(c2)CCN3C(=O)c2ccccc2F)cs1	0	-1	-4	.	-18	-3.0	0.0	.
COc1ccc(C(C)=O)cc1Cn1nc(C)c([N+](=O)[O-])c1C	-5	3	0	14	-12	2.9	0.0	-6
CCOc1ccc(CNC(=O)c2ccc(NC(=O)C3=CSCCO3)cc2)cc1	-2	8	4	-3	-9	-2.1	0.0	18
Cc1ccc(S(=O)(=O)N(C)C[C@H]2OCCCC[C@@H](C)Oc3ccc(NC(=O)NC4CCCCC4)cc3C(=O)N([C@@H](C)CO)C[C@H]2C)cc1	-7	-23	2	4	-9	-0.8	0.1	-1
Cc1c(N=Nc2ccc(O)cc2)c(=O)n(-c2ccccc2)n1C	14	2	-3	.	-15	0.0	-0.1	-3
O=C(c1cccc(Cl)c1)N1CCC(N2CCC(C(=O)N3CCCC3)CC2)CC1	-9	-8	-5	-11	-36	0.5	0.0	9
CC(C)Cn1c(N)c(C(=O)COC(=O)CCc2nc3ccccc3s2)c(=O)n(C)c1=O	-3	-57	-5	3	-19	-1.0	0.2	.
O=C(COC(=O)/C=C/c1ccc(C(F)(F)F)cc1)NC1CC1	-2	7	4	5	4	2.7	-0.1	-3
CC(C)C#Cc1ccc([C@@H]2[C@H]3CN(CC4CC4)CCCCN3[C@H]2CO)cc1	6	-25	1	15	25	7.2	0.0	.
COc1ccc(-c2cc3nc(C)c(CCC(=O)N4CCN(c5ccccn5)CC4)c(C)n3n2)c(OC)c1	-13	8	8	.	-10	-3.7	0.0	.
C[C@H](CO)N1C[C@H](C)[C@H](CN(C)Cc2ccc(-c3ccccc3)cc2)Oc2ccc(NC(=O)CCC(F)(F)F)cc2C1=O	-4	-17	0	8	-19	-2.3	-0.5	-6
CCC(Sc1nc2ccncc2[nH]1)C(=O)Nc1ccc(C)c(Cl)c1 (stereo not given)	4	-10	2	6	0	-1.0	0.0	-49

(further entries)
SMILES	ARNT-TACC3 inh	GSIS activator	ERAP1 inh	RAD54 inh	RAD52 inh	CFTR F508del cor	Xi reactivation	esBAF inh
CCCNC(=O)C[C@@H]1CC[C@H]2[C@@H](COC[C@@H](O)CN2C(=O)Nc2ccc3c(c2)OCO3)O1	-1	8	0	-5	1	3.0	0.1	12
O=C(COC(=O)CCCN=C1NS(=O)(=O)c2ccccc21)NNC(=O)c1ccccc1	-5	9	1	1	-9	1.8	0.0	1
CCCNC(=O)C[C@@H]1CC[C@@H]2[C@@H](COc3ccc(NC(=O)c4cccc(OC)c4)cc3C(=O)N2C)O1	-7	-3	0	3	7	0.4	0.0	4
COc1cccc(/C=C/C(=O)OCC(=O)Nc2ccc(Cl)c(S(=O)(=O)N(C)C)c2)c1OC	1	18	-4	.	-21	-1.8	0.0	.
O=C(COc1ccc(Cl)cc1)Nc1ccc2oc(=O)ccc2c1	2	4	-1	-3	-6	0.9	0.0	-4
CC(=O)Nc1nc(C)c(-c2nc3ccc([N+](=O)[O-])cc3[nH]2)s1	-3	-19	3	11	-1	.	-0.1	27
CC(C)C(=O)Nc1cccc(NC(=S)NC(=O)c2cccs2)c1	-3	10	0	-5	-20	-1.9	0.2	?
CCC(Cc1ccccc1)NC(=O)CN1C(=O)CSc2ncccc21 (stereo not given)	-2	-5	.	-4	8	2.9	0.1	8
Cc1ccc(S(=O)(=O)N(C)C[C@@H]2Oc3ccc(NS(=O)(=O)c4ccc(Cl)cc4)cc3CC(=O)N([C@@H](C)CO)C[C@H]2C)cc1	4	-1	1	1	6	2.0	-0.3	2
CC(C)OCCCNC(=O)c1cn(C)c2ccc(S(=O)(=O)N3CCCC3)cc2c1=O	-2	-9	-3	-8	-10	-1.0	0.1	1
N#Cc1c(N2C(=O)Nc3ccccc3N2O)sc2c1CCCC2	-6	-6	-11	.	-6	-0.4	3.1	.
COc1ccc(S(=O)(=O)N2CCCCN3[C@@H](CO)[C@@H](c4ccc(C5=CCCC5)cc4)[C@@H]3C2)cc1	15	-12	2	11	-33	-1.2	-0.1	-5
O=C(C1CCC1)N1C[C@@H]2[C@H](c3ccccc31)[C@H](CO)N2C(=O)Nc1cccc(F)c1	1	-3	-2	-7	-7	4.5	0.0	1
COc1ccccc1-c1cccc([C@@H]2C[C@H]3[C@H](CON3C)CN2C)c1	3	18	0	1	-11	1.1	-0.1	7
